Bioassay records deposited in PubChem by National Center for Advancing Translational Sciences (NCATS).
KB-V1 cytotox – qHTS assay for MDR1-selective chemotherapeutics: Primary screen using the drug-selected MDR subline cells KB-V1; KB-V1 MDR cells viability, CellTiter-Glo, 72 h; Potency, µM (doses to about 46.1 µM), without a hit: at the highest dose activity change, negative = cytotoxicity, usual class: cytotoxic; actives 3.4% (n = 400,000); also: potency is read from the fitted curve at half-maximal effect; % is scaled to controls: 0 for no effect and ±100 for the full control effect; nearly all actives have a fitted effect of over 60% in size
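Readout: CellTiter-Glo luminescence, 10 min after addition. Cells: KB-V1 MDR subline, 72 h at 37 degrees C with compound. Analysis: corrected, normalized data fitted to concentration-effect curves.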
KB-3-1 tox – qHTS assay for MDR1-selective chemotherapeutics: Primary screen using the parental adenocarcinoma cell KB-3-1; KB-3-1 viability, CellTiter-Glo ATP luminescence, 72 h; Potency, µM (series often up to 46.1 µM), for the others: top-dose activity change, negative = cytotoxic, hits mostly cytotoxic; actives 1.4% (n = 400,000); AID 1347075, 2019; also: potency is read from the fitted curve at half-maximal effect; % is scaled to controls: 0 for no effect and ±100 for the full control effect; nearly all actives have a fitted effect of over 60% in size
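Viability of parental KB-3-1 cells, measured by CellTiter-Glo luminescence, followed a 72 h incubation at 37 °C with pinned compounds in phenol-red-free DMEM containing 10% FBS.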
D3 ag – qHTS of D3 Dopamine Receptor Agonist: qHTS. max activation, %. D(3) dopamine receptor (Homo sapiens), P35462. D3R DiscoveRx beta-arrestin cells, luminescence, 90 min. AID 652048, 2013. actives 0.58% (n = 410,000); in the data active = max activation above about 30%; also: 0% is about no effect; mostly tested at two doses, the higher about 12 µM
Target sequence (P35462 whole entry, looked up): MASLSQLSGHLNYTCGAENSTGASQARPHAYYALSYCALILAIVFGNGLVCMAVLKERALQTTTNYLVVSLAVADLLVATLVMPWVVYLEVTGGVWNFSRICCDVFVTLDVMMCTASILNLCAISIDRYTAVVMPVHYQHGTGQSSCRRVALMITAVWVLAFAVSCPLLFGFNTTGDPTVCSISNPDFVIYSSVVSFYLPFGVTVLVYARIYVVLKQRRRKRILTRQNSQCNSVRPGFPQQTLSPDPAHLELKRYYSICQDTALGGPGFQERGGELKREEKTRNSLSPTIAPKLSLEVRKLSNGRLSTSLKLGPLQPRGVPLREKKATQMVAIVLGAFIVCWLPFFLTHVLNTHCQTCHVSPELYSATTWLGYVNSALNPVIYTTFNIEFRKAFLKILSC
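Agonist-mode cell screen: cells plated at 1500/well and incubated overnight at 37 °C, then exposed to library compounds for 90 min at 37 °C. Detection reagent was added for 30–60 min at room temperature, and luminescence was read.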
The depositor's hits bear a star; ? = inconclusive. Unless noted, calls follow the shape of the dose curve; as a rule, active = well fitted cell-killing curve with a large enough effect; inconclusive = small, poorly fitted or top-dose-only effect, or effect the other way; inactive = flat fitted curve, though single readings scatter. Not all compounds are listed. The share of hits here may be higher or lower than overall.

SMILES	KB-V1 cytotox	KB-3-1 tox	D3 ag
Cc1ccc2oc(-c3cccc(NC(=O)c4ccc(N5CCC(C)CC5)c([N+](=O)[O-])c4)c3)nc2c1	1%	-1%	-14
CCOC(=O)c1c(NC(=O)c2cc(-c3ccc(Cl)cc3)on2)sc2c1CCCC2	6%	8%	-8
CSc1ccc(CNC(=O)c2ccc3c(c2)N(C)C(=O)C2CCCCN32)cc1 (stereo not given)	?	-4%	-27
CCOC(=O)CN1C(=O)C(O)(CC(=O)c2cc(OC)ccc2OC)c2ccccc21 (stereo not given)	11%	-2%	1
CCOCCCNC(=O)CN1C(=O)CCn2nc(-c3cccn3C)cc21	7%	9%	0
Cc1ccc(C(=O)Nc2nc3ccc(S(=O)(=O)N4CCCC4)cc3s2)cc1	-2%	-21%	-10
COc1cc(C2NC(=O)c3c(sc4c3CCN(C)C4)N2)cc(Br)c1OC(=O)c1ccc(C)cc1 (stereo not given)	?	-4%	6
CCc1sc(Nc2cccc(Cl)c2)nc1-c1cc2cccc(OC)c2oc1=O	7%	-5%	29
CCCCN(C)C(=O)c1ccc2c(=O)n3nc(Nc4cc(C)ccc4C)sc3nc2c1	1%	-1%	0
COc1cccc(NC(=O)CSc2nc(=O)n(Cc3ccncc3)c3c2CCC3)c1	32%	4%	3
CCOC(=O)Cc1ccc(NC(=O)n2ncc3cc(Cl)ccc32)cc1	?	-4%	-11
O=C(Cn1c(=O)n(-c2ccccc2)c(=O)c2c3c(sc21)CCC3)c1ccc(Br)cc1	5%	4%	-5
CCn1ccc2c(OCC(=O)NCc3ccccc3)cccc2c1=O	1%	14%	0
Cc1cccc(-n2ncc(C(=O)NCc3ccc4c(c3)OCO4)c2C2CCN(C(=O)OC(C)(C)C)CC2)c1	21%	-1%	-5
CCOC(=O)c1c(C)[nH]c(C)c1S(=O)(=O)N1CCCC(C(=O)Nc2ccccc2OCC)C1 (stereo not given)	-14%	9%	-5
COc1ccc(-n2c(CCC(=O)O)ccc2-c2ccccc2)c(OC)c1	3%	2%	-6
COc1cc(Nc2ncc3c(n2)CCN(Cc2cc(Br)cs2)C3)cc(OC)c1	-9%	2%	-4
CCCCNS(=O)(=O)c1ccc2nc(-c3cccnc3)cc(C(=O)NCCCOC(C)C)c2c1	0%	2%	5
Cc1ccc(CN2CCN(C3CCN(C(=O)c4ccc(C)cc4)CC3)C(=O)C2=O)cc1	0%	10%	-2
CCc1cccc(NC(=O)Cn2ncc3c([nH]c4ccc(C)cc43)c2=O)c1	-7%	2%	2
CCOCCCNC(=O)C1CCN(c2nc3ccc(C)cc3[nH]2)CC1	-1%	1%	1
COC(=O)c1ccccc1NC(=O)c1nc(S(=O)(=O)Cc2ccccc2F)ncc1Cl	7%	-17%	-3
CCOC(=O)c1c(N)n(-c2cc(C)cc(C)c2)c2nc3ccccc3nc12	?	15%	1
CN(C)CCCN(C(=O)c1ccc(Br)s1)c1nc2ccc(F)cc2s1	-2%	0%	-19
Cc1c(C)n(Cc2ccc(F)cc2)c2ccc(C(=O)NCc3ccco3)cc12	-17%	?	-15
Cc1ccccc1Nc1c(-c2c[nH]c3ccccc23)nc2ccccn12	?	10%	5
COc1ccc(-c2cn3nc(N4CCCC(C(=O)Nc5cc(C)ccc5C)C4)sc3n2)cc1 (stereo not given)	14%	-28%	0
CC(C)Oc1ccc(CNS(=O)(=O)c2ccc3c(c2)C(C)(C)C(=O)N3C)cc1	-3%	-1%	7
CCN(CC)S(=O)(=O)c1nnc(NC(=O)c2ccccc2Cl)s1	16%	1%	-10
COc1ccc(C)c2sc(N(Cc3cccnc3)C(=O)c3cccs3)nc12	-8%	0%	15
Cc1cccc(C(=O)Nc2cc(-c3nc4cccnc4s3)ccc2C)c1	14%	?	0
CCOc1ccc(CCNC(=O)c2cnc3c(-c4ccccc4)c(C)nn3c2C)cc1OCC	-10%	-3%	7
CCOC(=O)c1c(NC(=O)COc2ccc(C(C)(C)C)cc2)sc2c1CCCC2	-2%	6%	5
CCN(C(=O)CCS(=O)(=O)c1cc(Br)cc2c1N(C(=O)C1CC1)CC2)c1cccc(C)c1	-8%	3%	-4
CCC(=O)N1CCc2cc(S(=O)(=O)NC(Cc3ccccc3)C(=O)Nc3ccc(C)cc3)ccc21 (stereo not given)	-3%	1%	-4
O=C(CSc1nnc(-c2ccccc2)c(-c2ccccc2)n1)NC1CCCC1	?	-7%	0
NC(=O)CSc1ncc2c(n1)-c1ccccc1N(Cc1cccc(F)c1)S2(=O)=O	26%	-5%	-7
CN(C)c1ccc(-c2nc(-c3ccccn3)no2)cc1[N+](=O)[O-]	-15%	-7%	3
CC1CCN(S(=O)(=O)c2cc3c4c(c2)CC(=O)N4CCC3)CC1	0%	3%	7
CCOc1ccc(-c2nc(SCC(=O)NCCOC)c(-c3ccc(OC)c(OC)c3)[nH]2)cc1	-8%	20%	-15
COc1c(Cl)cc(Cl)cc1/C=C(\C#N)c1nc(-c2ccc(Cl)cc2)cs1	0%	0%	-8
COc1ccc(C(=O)CC2(O)C(=O)N(Cc3ccccc3)c3ccc(Br)cc32)cc1 (stereo not given)	?	?	-3
Cc1ccc(NC(=O)c2ccc3[nH]c(C)cc(=O)c3c2)cc1	4%	7%	-20
COc1ccc(-c2noc(N3CCN(c4ccc(Cl)cc4)CC3)n2)cc1OC	-22%	19%	7
Cc1ccc(Cl)cc1NC(=O)c1oc2ccc(S(=O)(=O)N3CCCCC3)cc2c1C	0%	3%	-14
COc1ccc(-c2nc(SCCOc3ccccc3Cl)n3[nH]c(=O)cc3n2)cc1	-5%	-1%	-4
COc1cc(-c2nc3ccc(Cl)cn3c2Nc2ccc3c(c2)OCO3)ccc1O	-13%	0%	-2
Cc1c(CNCCCc2ccccc2)c(C(=O)O)c(C)n1Cc1cccc(Cl)c1	?	7%	-14
CCOC(=O)c1cccc(NC(=O)CCc2c(C)nc3c4cccnc4nn3c2C)c1	?	1%	-17
Cc1cccc(C(C)C)c1NC(=O)c1ccc2c(c1)CCN2S(C)(=O)=O	-13%	3%	8

22 successive records already listed, for reference:
SMILES	KB-V1 cytotox	KB-3-1 tox	D3 ag
Cc1ccccc1Nc1c(-c2c[nH]c3ccccc23)nc2ccccn12	?	10%	5
COc1ccc(-c2cn3nc(N4CCCC(C(=O)Nc5cc(C)ccc5C)C4)sc3n2)cc1 (stereo not given)	14%	-28%	0
CC(C)Oc1ccc(CNS(=O)(=O)c2ccc3c(c2)C(C)(C)C(=O)N3C)cc1	-3%	-1%	7
CCN(CC)S(=O)(=O)c1nnc(NC(=O)c2ccccc2Cl)s1	16%	1%	-10
COc1ccc(C)c2sc(N(Cc3cccnc3)C(=O)c3cccs3)nc12	-8%	0%	15
Cc1cccc(C(=O)Nc2cc(-c3nc4cccnc4s3)ccc2C)c1	14%	?	0
CCOc1ccc(CCNC(=O)c2cnc3c(-c4ccccc4)c(C)nn3c2C)cc1OCC	-10%	-3%	7
CCOC(=O)c1c(NC(=O)COc2ccc(C(C)(C)C)cc2)sc2c1CCCC2	-2%	6%	5
CCN(C(=O)CCS(=O)(=O)c1cc(Br)cc2c1N(C(=O)C1CC1)CC2)c1cccc(C)c1	-8%	3%	-4
CCC(=O)N1CCc2cc(S(=O)(=O)NC(Cc3ccccc3)C(=O)Nc3ccc(C)cc3)ccc21 (stereo not given)	-3%	1%	-4
O=C(CSc1nnc(-c2ccccc2)c(-c2ccccc2)n1)NC1CCCC1	?	-7%	0
NC(=O)CSc1ncc2c(n1)-c1ccccc1N(Cc1cccc(F)c1)S2(=O)=O	26%	-5%	-7
CN(C)c1ccc(-c2nc(-c3ccccn3)no2)cc1[N+](=O)[O-]	-15%	-7%	3
CC1CCN(S(=O)(=O)c2cc3c4c(c2)CC(=O)N4CCC3)CC1	0%	3%	7
CCOc1ccc(-c2nc(SCC(=O)NCCOC)c(-c3ccc(OC)c(OC)c3)[nH]2)cc1	-8%	20%	-15
COc1c(Cl)cc(Cl)cc1/C=C(\C#N)c1nc(-c2ccc(Cl)cc2)cs1	0%	0%	-8
COc1ccc(C(=O)CC2(O)C(=O)N(Cc3ccccc3)c3ccc(Br)cc32)cc1 (stereo not given)	?	?	-3
Cc1ccc(NC(=O)c2ccc3[nH]c(C)cc(=O)c3c2)cc1	4%	7%	-20
COc1ccc(-c2noc(N3CCN(c4ccc(Cl)cc4)CC3)n2)cc1OC	-22%	19%	7
Cc1ccc(Cl)cc1NC(=O)c1oc2ccc(S(=O)(=O)N3CCCCC3)cc2c1C	0%	3%	-14
COc1ccc(-c2nc(SCCOc3ccccc3Cl)n3[nH]c(=O)cc3n2)cc1	-5%	-1%	-4
COc1cc(-c2nc3ccc(Cl)cn3c2Nc2ccc3c(c2)OCO3)ccc1O	-13%	0%	-2

(list continues)
SMILES	KB-V1 cytotox	KB-3-1 tox	D3 ag
Cn1c(=O)n(C)c2cc(N3CCCCC3)c(NC(=O)c3c(F)cccc3F)cc21	-3%	-3%	-14
CCOc1cc(C2C(C(=O)OC)=C(C)NC3=C2C(=O)c2ccccc23)cc(Cl)c1O (stereo not given)	0%	-3%	0
Cc1nnc(N2CCN(c3cccc(C(F)(F)F)c3)CC2)c2c1nnn2Cc1ccccc1	?	-27%	6
Cc1ccc2nc(Cl)c3cc(C(=O)N(C)C4CCCCC4)sc3c2c1	0%	9%	6
Cc1ccc(CSc2ncc(Cl)c(C(=O)Nc3nc4ccc(C)cc4s3)n2)cc1	15%	8%	4
CC1CCC(NC(=O)c2ccc3c(c2)N(Cc2cccc(F)c2)C(=O)c2ccccc2S3)CC1 (stereo not given)	9%	-1%	-6
CCOC(=O)c1c(NC(=O)C2c3ccccc3Oc3ccccc32)sc2c1CCC(CC)C2 (stereo not given)	4%	2%	1
COc1cccc(Cn2nnc(C(=O)NCc3ccc(Cl)cc3Cl)c2N)c1	0%	18%	5
COc1ccc(Nc2nnc(-c3cc4c(ccc5ccccc54)oc3=O)s2)cc1	0%	1%	0
Cc1ccn2c(Nc3ccc4c(c3)OCCO4)c(-c3ccccc3O)nc2c1	-14%	-13%	-6
CCOc1ccccc1CNc1nc2nc(C)c(CC(=O)OC)c(=O)n2[nH]1	?	6%	-6
O=C(NCc1ccc2c(c1)CCN2C(=O)c1ccncc1)c1ccc(Cl)cc1	?	-1%	1
CCCCN1CC(c2nc3ccccc3n2CCCCOc2ccccc2C)CC1=O (stereo not given)	?	-14%	-15
Cc1nc(N2CCCC2)ncc1C(=O)NCc1cccc(Cl)c1	14%	-6%	5
CC(C)c1ccc2c(c1)NC(c1ccc(F)cc1)=NC(c1cccs1)=N2	?	1%	3
O=C(NCC(c1cccnc1)N1CCc2ccccc21)c1cccc(Br)c1 (stereo not given)	-24%	-28%	-15
CCc1ccccc1NC(=O)C1(S(=O)(=O)c2ccc(Cl)cc2)CC1	-5%	10%	5
Cc1ccc(Sc2c(C)nn(C(C)(C)C)c2OC(=O)C(C)(C)C)cc1	-4%	-3%	0
CCOCCn1c(=O)c2c(nc3n2CCN3c2ccc(C)c(C)c2)n(C)c1=O	10%	-1%	0
Cc1ccccc1NC(=O)CSCn1nnc2c(=O)[nH]c(Cc3ccc(F)cc3)nc21	26%	12%	2
CN1CCN(C(CNC(=O)C(=O)Nc2ccccc2C#N)c2ccc3c(c2)OCO3)CC1 (stereo not given)	5%	-8%	1
COc1cc(-c2nnc(SCC(=O)N(C)C3CCCCC3)o2)cc(OC)c1OC	-11%	-7%	4
Cc1cc(C)c(S(=O)(=O)NCC(c2ccco2)N2CCOCC2)c(C)c1 (stereo not given)	0%	-11%	-9

Among those listed so far, two have a COOH group:
SMILES	KB-V1 cytotox	KB-3-1 tox	D3 ag
COc1ccc(-n2c(CCC(=O)O)ccc2-c2ccccc2)c(OC)c1	3%	2%	-6
Cc1c(CNCCCc2ccccc2)c(C(=O)O)c(C)n1Cc1cccc(Cl)c1	?	7%	-14
